# Compound activity deposited in PubChem by several laboratories.
# Rin1 Abl inh: blocks binding of human Rin1 to Abl; P00519+Q13671; TR-FRET Rin1/Abl binding, biochemical; inhibition, % at 7.35 µM; actives 0.4% (n = 360,000); AID 588664; in the data active = inhibition above about 5%, passing the limit was not always enough
# SKN-1 inh: blocks SKN-1 activity in C. elegans; AID 624304; C. elegans VP596 Pgst-4::GFP/RFP ratio, acrylamide-induced, 24 h; actives 0.49% (n = 360,000); inhibition, % at 21.8 µM;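 active = interference check ratio from 0.5 to 1.5 plus GFP to RFP signal ratio inhibition reaching or exceeding a fixed threshold, cut at about 30% in these data, passing the limit was not always enough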; note: some compounds called inactive have numbers as strong as hits
# Neddyl block: inhibitors of human cullin neddylation | P61081+Q13564 | TR-FRET cullin neddylation, biochemical | calls only at 25 µM | actives 0.58% (n = 360,000) | AID 651699; in the data active = inhibition above about 36%
# FAS TE block: inhibitors of human fatty acid synthase thioesterase domain. actives 0.67% (n = 360,000). recombinant FAS-TE, OMFH fluorogenic substrate, fluorescence endpoint. inhibition, % at 15 µM. AID 602261. P49327;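 active = compounds whose normalised, plate-corrected inhibition of enzyme fluorescence in the single-dose primary screen is 50% or more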;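 note: 0% = DMSO with enzyme and 100% = substrate without enzyme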
# eLon inh: E. coli protease La inhibition; purified E. coli Lon protease, fluorescence polarization; inhibition, % at 7.94 µM; actives 0.42% (n = 360,000); in the data active = inhibition above about 13%, passing the limit was not always enough;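 note: 0% = enzyme with probe and DMSO and 100% = no enzyme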
# MLLE-PAM2 inh: blocks PAM2 peptide binding to the PABP1 MLLE domain | GST-MLLE / FITC-PAM2 fluorescence polarization | actives 0.36% (n = 360,000) | inhibition, % at 20 µM | P11940; in the data active = inhibition above about 35%, passing the limit was not always enough;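 note: plate controls were DMSO wells with GST-MLLE for no effect and wells lacking GST-MLLE protein for full effect; some results filed as inactive read as strong as hits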
# NRP1-CendR mod: NRP-1/CendR interaction modulation. actives 0.85% (n = 360,000). O14786. FAM-RPARPAR peptide binding to NRP-1, fluorescence polarization. inhibition, % at 25 µM. AID 602438;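 active = inhibition or corrected inhibition above about 18%, plus a signal ratio from 0.5 to 1.5, limit read from the data, passing the limit was not always enough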; note: strong numbers were not always called active
# bovine MsrA act: activators of bovine methionine sulfoxide reductase A; actives 0.3% (n = 360,000); AID 602163; purified bovine MsrA, absorbance read-out; activation, % at 10.6 µM; in the data active = activation above about 7.5%;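 note: 0% = vehicle and 100% = reference activator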
# MT1-MMP act inh: blocks activation of human MT1-MMP; P50281; HT1080 RFP-PRO-GFP cells, GFP/RFP ratio fluorescence, overnight; percent of plate control window, DMSO zero; GFP/RFP ratio change, % at 20 µM; actives 0.061% (n = 360,000); AID 651647;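 active = GFP/RFP ratio change of at least 30% with cell ATP level not reduced by more than half and red fluorescence within 50% of control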; note: strong numbers were not always called active
#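 Material – HT1080 RFP-PRO-GFP cells · Control set – DMSO wells and RFP-L50D-GFP cells · Incubation – overnight cell settling, then overnight compound exposure, 37 °C, 5% CO2 · Compound dosing – single-point 20 µM compound, 1% DMSO · Read-out – GFP/RFP fluorescence ratio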
# * marks the source's active call; other numbers are inactive results; i = inactive; nt = not tested or not shown; + = active, no number.
# The line under a structure holds: Rin1 Abl inh	SKN-1 inh	Neddyl block	FAS TE block	eLon inh	MLLE-PAM2 inh	NRP1-CendR mod	bovine MsrA act	MT1-MMP act inh
[1] CCc1nc2c(c(=O)[nH]1)C1(CCCC1)Cc1ccccc1-2
    2	-6	i	2	-6	3	2	-2	5
[2] CC1CCN(S(=O)(=O)c2ccc(C(=O)Nc3nnc(C4CC4)o3)cc2)CC1
    -3	23	i	1	-3	-7	-6	-4	2
[3] O=C1CCC(=O)N1OCCCOc1ccc(Br)cc1Cl
    0	-3	i	-1	0	-7	4	-2	0
[4] Cc1ccccc1NC(=S)NNC(=O)c1cccnc1
    2	3	i	-11	-7	-6	12	5	-4
[5] CCNC(=O)C(C)NC(=O)C1=NN(c2ccccc2)C(=O)CC1 (centres undefined)
    2	2	i	-3	-8	19	2	-5	-2
[6] C=CCn1c(SCC(=O)N(C)C2CCS(=O)(=O)C2)nnc1-c1ccncc1 (centres undefined)
    1	-4	i	-5	-7	-12	8	-5	1
[7] CCCCOC1NC(=O)NC(=O)C1(F)C(=O)OCC (centres undefined)
    7	4	i	-2	0	1	4	-5	4
[8] O=c1[nH]c(CSc2nc3ccccc3[nH]2)nc2c1cnn2-c1ccccc1
    -1	-5	i	5	8	-18	0	-2	-7
[9] CCc1c(C)nc2ncnn2c1N1CCC(C(=O)Nc2cccc(C(C)=O)c2)CC1
    -2	7	i	-4	-2	2	1	-4	-2
[10] Cn1c(=O)c2c(SCc3cccc(C(F)(F)F)c3)nc(-c3ccco3)nc2n(C)c1=O
    -3	-11	i	-1	-8	3	10	-8	-1
[11] CC12CCC(=O)N1C(C(=O)Nc1nc3ccc(S(C)(=O)=O)cc3s1)CS2 (centres undefined)
    0	17	i	-9	-6	-22	11	-3	0
[12] COc1ccc(CCn2c(-c3ccc(Cl)cc3)n[nH]c2=S)cc1OC
    1	6	i	-11	-8	-50	1	-3	2
[13] Cc1ccc(CNC(=O)CN2c3cccc4cccc(c34)S2(=O)=O)cc1
    -3	14	i	14	-4	-17	-18	-1	0
[14] COc1ccc(CC(=O)NCCc2cnc[nH]2)cc1
    -3	-5	i	0	0	9	4	-3	nt
[15] O=C(Nc1ccccc1)Nc1nccs1
    -5	-16	i	-4	-6	-3	2	-3	7

# Structural class: the compounds so far containing fluorine (2)
# The line under a structure holds: Rin1 Abl inh	SKN-1 inh	Neddyl block	FAS TE block	eLon inh	MLLE-PAM2 inh	NRP1-CendR mod	bovine MsrA act	MT1-MMP act inh
[7] CCCCOC1NC(=O)NC(=O)C1(F)C(=O)OCC (centres undefined)
    7	4	i	-2	0	1	4	-5	4
[10] Cn1c(=O)c2c(SCc3cccc(C(F)(F)F)c3)nc(-c3ccco3)nc2n(C)c1=O
    -3	-11	i	-1	-8	3	10	-8	-1

# (list continues)
# The line under a structure holds: Rin1 Abl inh	SKN-1 inh	Neddyl block	FAS TE block	eLon inh	MLLE-PAM2 inh	NRP1-CendR mod	bovine MsrA act	MT1-MMP act inh
[16] CCc1nc2ccc(C(=O)NCc3ccc4c(c3)OCO4)cn2c1N(C)CCC(C)C
    4	7	i	14	16	-10	-3	-5	-3
[17] Cc1cc(N2CCCC2=O)cc(C)c1S(=O)(=O)Nc1c(C)nn(C)c1C
    3	13	i	-6	4	-5	4	-1	1
[18] Cc1cc(Nc2ccc(Br)c(C)c2)n2nc(C)nc2n1
    -3	7	i	-5	-10	11	-6	-10	0
[19] CC(=O)N(Cc1ccccc1)Cc1cn(CCC#N)nc1-c1cccc([N+](=O)[O-])c1
    4	-11	i	1	-5	-4	0	-1	7
[20] Cc1ccc(-c2c(C(=O)N/N=C/c3c[nH]c4ccccc34)nnn2-c2nonc2N)cc1
    3	-5	+	15	-2	-1	-1	-10	-8
[21] CCCCN(C(=S)NC(=O)c1cc(OC)c(OC)c(OC)c1)c1c(N)n(Cc2ccccc2)c(=O)[nH]c1=O
    0	10	i	-10	-17	32	4	-5	0
[22] COc1ccc(-c2nc(NC(=O)C3CC(=O)N(Cc4ccco4)C3)sc2C)cc1 (centres undefined)
    -1	16	i	6	-8	-6	12	-2	-6
[23] CCOC(=O)N1CCN(C(=O)C2CCN(C(=O)Nc3ccccc3)CC2)CC1
    3	3	i	-7	0	12	-10	-2	-2
[24] CC(=O)C1=C(O)C(=O)N(c2ccc(O)cc2)C1c1cccc([N+](=O)[O-])c1 (centres undefined)
    0	-8	i	-5	-7	5	5	-13	1
[25] Cc1ccccc1Oc1nc(-c2ccccn2)nc2ccccc12
    -2	-1	i	10	0	-1	-4	-3	-1
[26] CC(Sc1nc(N)cc(=O)[nH]1)C(=O)NC1CCCCC1 (centres undefined)
    0	-1	i	-5	-5	7	-6	-3	9
[27] CC1(c2ccccc2)NC(=O)N(CC(=O)Nc2ccccc2N2CCCC2)C1=O (centres undefined)
    0	-2	i	-4	3	2	-1	-9	-1
[28] CCc1cccc(OCC(=O)Nc2ccc(S(=O)(=O)Nc3ccccn3)cc2)c1
    3	-5	i	3	1	5	-5	-3	-3
[29] O=C(Nc1ccc([N+](=O)[O-])cc1)C(Cc1ccccc1)N1C(=O)c2cccc3cccc(c23)C1=O (centres undefined)
    -1	2	i	-6	-30	-78	-129	-3	-19
[30] COc1ccc(CNCc2ccc3c(c2)OCO3)cc1Br
    -1	1	i	4	-1	-24	4	-5	-3
[31] C=CCn1c(=O)[nH]c2cc(C(=O)N3CCN(c4cccc(Cl)c4)CC3)ccc2c1=O
    -3	21	i	34	7	8	7	0	9
[32] Cc1ccccc1OCCOc1ccc([N+](=O)[O-])cc1/C=N/n1cnnc1
    -1	3	i	36	-1	-1	1	-1	12
[33] COC(=O)[C@]12CCCCC=C1N(Cc1ccco1)C(=O)[C@H](CC(=O)N1CCC(c3ccccc3)CC1)C2
    nt	6	i	9	-3	nt	-20	-1	-2
[34] Cc1ccc(NC(=O)Cc2ccc3c(c2)OCCO3)cc1S(=O)(=O)N1CCCCC1
    3	-2	i	20	-7	1	-12	-2	-7
[35] COc1cc(C(=O)NC(C)c2cnn(-c3ccccc3C)c2C)cc(OC)c1OC (centres undefined)
    0	6	i	-10	-4	5	-6	-5	9
[36] CC(=O)N1CCOc2ccc(S(=O)(=O)NC[C@H]3O[C@@H](n4ccc(N)nc4=O)[C@H](O)[C@@H]3O)cc21
    3	7	i	-8	-4	7	-13	-1	2
[37] COc1ccccc1-c1cc(C(=O)NCCCn2ccnc2)no1
    0	25	i	-6	0	5	0	-4	5
[38] CCOC(=O)CSc1nc(C(C)(C)C)nc2ccccc12
    -1	1	i	20	-7	24	-4	-1	1
[39] C=COCCNC(=O)Nc1ccc(Cl)c(Cl)c1
    -6	6	i	-2	1	-11	1	0	8
[40] Clc1ccc(CSc2snnc2-c2ccccc2)cc1
    5	9	i	23	-12	11	-3	-8	-2
[41] CCCn1cnc2c(Sc3c([N+](=O)[O-])ncn3C)nc(N)nc21
    0	1	i	-4	-14	15	-17	-1	3
[42] CSc1ccc(/C=N/NC(=O)c2ccc(C)c(C)c2)cc1
    -2	10	i	-3	-15	15	-9	-3	4
[43] O=C(CNC(=O)c1ccccc1Cl)OCC(=O)N1CCc2ccccc21
    -2	8	i	3	5	3	9	-3	0
[44] COc1ccc(F)cc1S(=O)(=O)N1CCc2ccccc2C1
    -4	5	i	10	3	-6	0	1	0
[45] CCOc1ccc(CNC(=O)CN2C(=O)CSc3ccc(S(=O)(=O)N4CCOCC4)cc32)cc1
    0	7	i	1	8	8	-12	1	-2
[46] COc1cccc(CNC(=O)COC(=O)/C=C/c2ccc(SC)cc2)c1
    -5	3	nt	6	5	-4	8	0	1
[47] CCOc1ccc(N(C(C)C(=O)Nc2ccc(OC)cc2)S(C)(=O)=O)cc1 (centres undefined)
    1	-2	i	-6	-8	-5	4	-4	2
[48] CCCS(=O)(=O)N1CCN=C1SCc1ccc(C)cc1
    -1	1	i	1	-2	3	-2	-3	1
[49] COc1ccc(S(=O)(=O)N(CC(=O)NC2CC2)c2ccc(C)cc2)cc1
    0	8	i	-4	1	0	2	-2	0
[50] CCOc1ccc(/C=C(/NC(=O)c2ccccc2)C(=O)NCCC(=O)O)cc1
    4	5	i	-3	7	-1	8	-8	2
[51] NC(=O)CCn1c2ccccc2c2ccccc21
    0	8	i	-2	0	18	1	-4	0
[52] O=C(O)C1CCCN1C(=O)NC1CCCCC1 (centres undefined)
    -3	19	i	-6	-9	-14	-1	-1	-2
[53] Cc1ccc(S(=O)(=O)n2c(N)nc3cc(C)c(C)cc32)cc1
    1	15	i	9	2	-1	0	-2	5
[54] CCOC(=O)Cn1cc(/C=C(/C#N)C(=O)NC(C)C)c2ccccc21
    0	8	i	-3	7	2	9	-3	3
[55] CCN(c1ccc(OC)cc1)S(=O)(=O)c1ccc2c(c1)CCN2C(=O)CCC(=O)O
    4	-2	i	0	5	-6	3	-7	7
[56] COC(=O)[C@@]12C[C@@H](CC(=O)NCCCCc3ccccc3)C(=O)N(Cc3ccc4c(c3)OCO4)C1=CCC(C)(C)C2
    nt	-12	i	nt	nt	nt	-2	nt	-9
[57] Cc1ccc(OCCNC(=O)CN2C(=O)NC3(CCCC3)C2=O)cc1
    3	-7	i	-6	-15	-13	8	-2	3
[58] Cc1cc(C)cc(NC(=O)/C(C#N)=C/c2cn(CC(=O)NCc3ccco3)c3ccccc23)c1
    0	1	nt	-1	-7	-26	-11	-9	-1
[59] CSCCC(NC(N)=O)C(=O)NCc1ccc(Cl)cc1 (centres undefined)
    0	6	i	1	-7	-27	-5	-2	4
[60] CCCCC(=O)NC(Nc1cc(C)ccn1)(C(=O)OCC)C(F)(F)F (centres undefined)
    1	6	i	-3	-6	8	0	-1	5
[61] CCOC(=O)N1CCN(C2CC(=O)N(c3ccccc3)C2=O)CC1 (centres undefined)
    1	5	i	-4	-6	2	5	-1	-2
[62] COCCn1cnc2c1c(=O)n(Cc1cc(C(C)=O)ccc1OC)c(=O)n2Cc1ccccc1
    4	-3	i	2	1	-5	-6	2	-4
[63] CC(OC(=O)CCN=C1NS(=O)(=O)c2ccccc21)C(=O)N(C)C1CCCCC1 (centres undefined)
    2	6	i	-2	-11	6	4	-2	-5
[64] COc1ccccc1OCC(=O)Nc1ccccc1C(=O)N1CCCCC1
    -1	9	i	-7	-1	1	-9	-8	3
[65] Cc1onc(-c2ccccc2)c1C(=O)NCCSCc1ccco1
    3	-2	i	2	-9	29	0	-2	-5
[66] CCN=C(NCC)SC1CC(=O)N(c2cccc(OCC)c2)C1=O (centres undefined)
    -2	-7	i	3	-4	8	-3	-1	-1
[67] O=C(OCC(=O)N1CCN(c2ccccc2)CC1)C1CCCN1S(=O)(=O)c1ccc(Cl)cc1 (centres undefined)
    0	14	i	8	-8	-40	-1	-2	8
[68] CCOC(=O)C1CCN(C(=O)CCNC(=O)c2cc(OC)c(OC)c(OC)c2)CC1
    2	-20	i	-12	-9	16	8	-15	1
[69] CC(=O)N(c1c(C)n(C)n(-c2ccccc2)c1=O)C1(C(=O)NC2CCCCC2)CCCCC1
    3	-14	i	-4	-9	-13	2	-5	-2
[70] c1ccc(SCCCCN2CCOCC2)cc1
    -1	17	i	-3	5	5	4	-2	3
[71] CCOC(=O)/C(C#N)=C/Nc1cc(F)ccc1C
    1	9	i	5	0	14	-10	-6	0
[72] Cc1nsc(Nc2ccccc2)c1C#N
    1	-2	i	-3	-5	7	-2	-2	-4
[73] CN(C)CCCNC(=O)c1cc(C(=O)c2ccc(F)cc2)c[nH]1
    -1	8	i	-5	-5	1	-4	1	2
[74] Cc1cn(C2CCCCO2)c(=O)nc1NO (centres undefined)
    3	7	i	-9	-7	-9	12	-6	-1
[75] COc1ccc(S(=O)(=O)NC2CC(=O)N(c3ccccc3)C2)cc1C (centres undefined)
    -2	4	i	2	-1	19	2	-1	-8
[76] COc1ccccc1NC(=O)CCSc1nnnn1C
    0	-19	i	-6	-7	3	4	-1	1
[77] OC(c1ccc(Cl)c(F)c1)c1ncc(-c2cccc(F)c2)[nH]1 (centres undefined)
    -3	21	i	18	9	-20	6	-2	4
